Source: PubChem (The Scripps Research Institute Molecular Screening Center)
LYPLA2 counter – LYPLA2 inhibitors, primary screen, counter-screen for PME1 inhibitor project, biochemical, fluorescence polarization, FP-Rh probe ABPP; recombinant LYPLA2; inhibition, % at 5.9 µM; actives 0.38% (n = 320,000); AID 2177, 2009;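 active means inhibition above the screen-wide mean plus 3 SD, limit set per campaign, cut at about 26% in these data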;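 further: 0% = LYPLA2 with DMSO and 100% = wells lacking LYPLA2 enzyme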
PAFAH2 FP inh – PAFAH2 enzyme inhibitors, primary screen, biochemical, fluorescence polarization, human; recombinant PAFAH2, FP-rhodamine activity probe; inhibition, % at 3.39 µM; actives 0.99% (n = 340,000);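 active means inhibition above the mean over all tested compounds plus 3 SD, cut at about 30% in these data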;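 further: inhibitors block probe labeling of enzyme so polarization drops; 0% = enzyme with DMSO and 100% = wells lacking PAFAH2 protein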
PAD4 FP inh – human PAD4 inhibitors, primary screen, biochemical, fluorescence polarization, 1536-well format; Protein-arginine deiminase type-4 (Homo sapiens), Q9UM07; recombinant PAD4, RCA probe fluorescence polarization; inhibition, % at 6.36 µM; actives 0.41% (n = 330,000);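 active means percent inhibition above a cutoff equal to the mean of all tested compounds plus 3 SD, cut at about 15% in these data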;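 further: 0% = PAD4 with RCA probe and DMSO and 100% = probe without PAD4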
EBNA-1 inhibitor – EBNA-1 DNA-binding inhibitors, primary screen, biochemical, fluorescence polarization; inhibition, % at 14.8 µM; actives 0.34% (n = 300,000); AID 1950, 2009; in the data active means inhibition above about 28%
PAFAH1B3 FP inh – PAFAH1B3 enzyme inhibitors, primary screen, biochemical, fluorescence polarization, human; Platelet-activating factor acetylhydrolase IB subunit alpha1 (Homo sapiens), Q15102; recombinant PAFAH1B3, FP-rhodamine probe; AID 492972, 2010; actives 0.28% (n = 340,000); inhibition, % at 3.39 µM;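 active means inhibition above the screen-wide average of all tested compounds plus 3 SD, cut at about 25% in these data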;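 further: 0% = enzyme with DMSO only and 100% = wells lacking PAFAH1B3 protein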
ZTA counter – blocks Epstein-Barr virus ZTA, an EBNA-1 counter-screen; P03206; ZTA-DNA binding, fluorescence polarization; inhibition, % at 11 µM; actives 0.15% (n = 320,000); in the data active means inhibition above about 33%
LYPLA1 counter – LYPLA1 inhibitors, primary screen, counter-screen for PME1 inhibitor project, biochemical, fluorescence polarization, FP-Rh probe ABPP; inhibition, % at 5.9 µM; recombinant LYPLA1; AID 2174, 2009; actives 0.16% (n = 320,000);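 active means inhibition above the mean of all tested compounds plus 3 SD, set per campaign, cut at about 14% in these data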;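 further: inhibitors block serine hydrolase probe labeling of LYPLA1 so polarization falls; 0% = enzyme with DMSO and 100% = wells lacking LYPLA1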
Target sequence (O75608 whole entry, looked up): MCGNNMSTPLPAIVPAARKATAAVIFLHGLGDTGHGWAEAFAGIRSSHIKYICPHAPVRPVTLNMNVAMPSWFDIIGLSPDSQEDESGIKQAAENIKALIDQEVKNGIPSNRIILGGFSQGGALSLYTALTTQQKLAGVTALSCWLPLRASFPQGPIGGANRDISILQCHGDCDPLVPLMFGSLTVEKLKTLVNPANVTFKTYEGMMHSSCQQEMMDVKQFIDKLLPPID
PREPL inh – PREPL enzyme inhibitors, primary screen, biochemical, fluorescence polarization; Prolyl endopeptidase-like (Homo sapiens), Q4J6C6; recombinant PREPL, fluorescence polarization activity-based probe; inhibition, % at 5.96 µM; actives 0.68% (n = 320,000); AID 2751, 2010; in the data active means inhibition above about 43%;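 further: 0% = enzyme with DMSO and 100% = wells lacking enzyme; many of its hits are not listed in these tables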
Target sequence (Q4J6C6 whole entry, looked up): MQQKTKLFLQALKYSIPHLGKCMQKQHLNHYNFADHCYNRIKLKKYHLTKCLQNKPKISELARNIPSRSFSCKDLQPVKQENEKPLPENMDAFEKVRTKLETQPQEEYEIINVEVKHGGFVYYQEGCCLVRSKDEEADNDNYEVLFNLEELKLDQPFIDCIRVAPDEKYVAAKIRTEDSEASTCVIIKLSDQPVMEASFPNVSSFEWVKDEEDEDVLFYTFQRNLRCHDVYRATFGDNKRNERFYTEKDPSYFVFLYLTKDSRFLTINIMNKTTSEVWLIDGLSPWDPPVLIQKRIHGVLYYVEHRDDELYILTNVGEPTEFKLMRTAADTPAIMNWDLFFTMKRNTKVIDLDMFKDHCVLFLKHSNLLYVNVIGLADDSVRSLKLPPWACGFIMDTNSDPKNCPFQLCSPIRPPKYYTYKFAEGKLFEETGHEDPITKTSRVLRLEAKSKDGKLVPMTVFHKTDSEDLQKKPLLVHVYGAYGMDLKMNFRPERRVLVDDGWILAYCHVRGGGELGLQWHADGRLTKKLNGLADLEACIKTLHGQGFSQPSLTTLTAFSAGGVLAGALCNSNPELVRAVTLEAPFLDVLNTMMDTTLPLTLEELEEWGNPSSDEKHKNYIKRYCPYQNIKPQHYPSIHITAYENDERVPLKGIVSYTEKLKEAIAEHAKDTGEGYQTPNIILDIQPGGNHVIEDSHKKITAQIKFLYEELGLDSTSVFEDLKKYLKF
GSTO1 counter – inhibitors of recombinant GSTO1, primary screen, counter-screen for RBBP9 inhibitor project, biochemical, fluorescence polarization; Glutathione S-transferase omega-1 (Homo sapiens), P78417; activity-based probe fluorescence polarization; inhibition, % at 5.96 µM; actives 1.1% (n = 300,000);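 active means inhibition above the campaign mean inhibition plus 3 SD, cut at about 35% in these data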;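 further: 0% = GSTO1-1 with DMSO and 100% = wells lacking GSTO1-1 enzyme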
* marks the source's active call; other numbers are inactive results; / = not tested or not shown. The list is partial; count on the stated rates, not on these rows.

SMILES | LYPLA2 counter | PAFAH2 FP inh | PAD4 FP inh | EBNA-1 inhibitor | PAFAH1B3 FP inh | ZTA counter | LYPLA1 counter | PREPL inh | GSTO1 counter
CSC1=NC2C(N1)N(C)C(=O)N2C (stereo not drawn) | -3 | -5 | -2 | -10 | 4 | -8 | -1 | -8 | 14
O=C(Nc1cccnc1)c1ccccc1F | 0 | -4 | -2 | -7 | 5 | -4 | -1 | 5 | 2
Cc1ccc(SCC(=O)Nc2cccc(-c3nnc(-c4ccco4)o3)c2)cc1 | -36 | -22 | -2 | -2 | -12 | 6 | -21 | -43 | -20
COc1cc(/C=N/N2C(C)CCCC2C)cc(Br)c1O (stereo not drawn) | -4 | -3 | -2 | -4 | 7 | 2 | 2 | 3 | 6
CCC1CCCCN1C(=O)COc1cc(=O)n(C)c2ccccc12 (stereo not drawn) | 3 | 8 | 2 | 7 | 5 | -6 | 4 | -1 | 7
Cc1cc(NC(=O)CSc2nc3ccccc3[nH]2)no1 | 4 | 10 | -6 | -3 | 4 | 8 | 4 | 8 | 12
COC(=O)CN1C(=S)N(c2ccc(OC)cc2)C(=O)/C1=C/c1ccc(N2CCOCC2)cc1 | -7 | -6 | -5 | 11 | -8 | 5 | -5 | 4 | -5
CSC1=NCCN1C(=O)Cc1cccc2ccccc12 | 3 | -4 | -3 | 0 | 1 | 6 | 3 | 7 | 12
O=C(NC1CC2CCCC(C1)N2Cc1ccccc1)C1CCCCC1 (stereo not drawn) | -3 | -2 | -3 | 8 | 0 | 5 | -5 | -1 | 3
COC(=O)c1cc(NC(=O)c2cc(C(C)(C)C)nn2Cc2cccc(C)c2)ccc1N1CCOCC1 | -7 | 1 | 3 | -6 | 9 | -3 | -4 | -4 | -2
COc1ccc(OC)c(S(=O)(=O)Oc2ccc(N)c3ccccc23)c1 | -6 | 16 | 21* | -2 | 17 | 11 | -5 | 23 | 35*
Cc1ccc(C2C(C#N)=C(N)N(c3ncn[nH]3)C3=C2C(=O)CC(C)(C)C3)cc1 (stereo not drawn) | -3 | 0 | 0 | 2 | 8 | 3 | -2 | 3 | 4
O=C(NCC1CCCCC1)c1ccc(Cl)c(S(=O)(=O)N2CCOCC2)c1 | 13 | 5 | -1 | / | 5 | -4 | 3 | 14 | /
COc1ccc2c(c1)C1OCCC1C(c1ccco1)N2 (stereo not drawn) | 2 | 6 | 1 | -3 | 11 | -12 | 2 | 11 | 6
CCn1c(C)c(C)c2cc(C(=O)N3CCc4ccccc4C3)ccc21 | -2 | 2 | -8 | 3 | 1 | 12 | -4 | 27 | -1
CCOC(=O)N1CCC(NCCNC(=O)c2ccc(F)c(F)c2)CC1 | 2 | 3 | -2 | / | 1 | -10 | 3 | 5 | /
CCOC(=O)c1c(C)[nH]c(C)c1S(=O)(=O)N1CCN(C(=O)c2ccco2)CC1 | 7 | -3 | -1 | -2 | 0 | 3 | 2 | 2 | 8
CCCCC(=O)OCC(=O)Nc1ccc(C)c(F)c1 | -2 | 9 | 0 | 0 | 6 | -17 | -2 | -1 | 1
O=C1c2ccccc2C(=O)N1OCc1ccc(Cl)cc1 | 1 | 1 | 2 | -1 | 4 | -2 | 0 | -5 | 4
CCOc1ccc(NC(=S)NC(C)c2cccs2)cc1 (stereo not drawn) | 8 | 9 | 0 | 4 | 6 | 8 | -3 | -5 | -1
CC(C)c1nc(SCC(=O)N2CCOCC2)c2c(=O)n(C)c(=O)n(C)c2n1 | 1 | 0 | 3 | 10 | 4 | 8 | 2 | 4 | -2
CC(NC(=O)COc1ccc(N(C)S(=O)(=O)c2ccccc2)cc1)c1ccccc1 (stereo not drawn) | -1 | 11 | 4 | 7 | 12 | -32 | 0 | 20 | 2
O=C(NCc1ccncc1)C(=O)NCc1ccncc1 | -3 | -1 | -6 | 2 | 4 | -2 | -1 | 2 | -1
Cc1ccccc1CN1CCC(n2nccc2NC(=O)CCOc2ccccc2)CC1 | 4 | -1 | -6 | -11 | 1 | 4 | 3 | 21 | -1
CCc1nc(OCCN(C)C)c2oc3ccccc3c2n1 | 0 | 1 | -2 | 9 | 1 | 2 | -2 | -6 | -2

An excerpt of the results above, as a working copy:
SMILES | LYPLA2 counter | PAFAH2 FP inh | PAD4 FP inh | EBNA-1 inhibitor | PAFAH1B3 FP inh | ZTA counter | LYPLA1 counter | PREPL inh | GSTO1 counter
CSC1=NC2C(N1)N(C)C(=O)N2C (stereo not drawn) | -3 | -5 | -2 | -10 | 4 | -8 | -1 | -8 | 14
O=C(Nc1cccnc1)c1ccccc1F | 0 | -4 | -2 | -7 | 5 | -4 | -1 | 5 | 2
Cc1ccc(SCC(=O)Nc2cccc(-c3nnc(-c4ccco4)o3)c2)cc1 | -36 | -22 | -2 | -2 | -12 | 6 | -21 | -43 | -20
COc1cc(/C=N/N2C(C)CCCC2C)cc(Br)c1O (stereo not drawn) | -4 | -3 | -2 | -4 | 7 | 2 | 2 | 3 | 6

As entered above:
O=C(NCc1ccncc1)C(=O)NCc1ccncc1 in PAFAH2 FP inh shows -1
CC(C)c1nc(SCC(=O)N2CCOCC2)c2c(=O)n(C)c(=O)n(C)c2n1 in EBNA-1 inhibitor shows 10

Other entries.
SMILES | LYPLA2 counter | PAFAH2 FP inh | PAD4 FP inh | EBNA-1 inhibitor | PAFAH1B3 FP inh | ZTA counter | LYPLA1 counter | PREPL inh | GSTO1 counter
Cc1ccc2nc(Cn3cc(C(F)(F)F)cc(Cl)c3=O)cc(=O)n2c1 | 3 | -1 | -3 | 1 | 11 | 15 | -3 | -10 | 0
COc1ccc(Cl)cc1C(=O)NCC#N | 1 | -1 | -1 | 0 | 0 | -2 | 0 | 8 | 5
O=[N+]([O-])c1ccc(N2CCN(c3ccc(F)cc3)CC2)cc1 | -6 | 4 | 1 | -8 | 5 | 12 | -3 | 30 | 5
O=C(CN1c2ccccc2Sc2ccccc21)NNC(=O)Nc1ccc(Cl)c(Cl)c1 | 3 | 10 | -1 | 3 | 0 | 17 | -6 | 2 | 4
CCc1ccc(OCCSc2nc3ccccc3n2CC(=O)O)cc1 | 4 | -1 | -7 | -10 | 2 | 2 | -1 | 11 | 0
CCOC(=O)C1=C(C)OC(N)=C(C#N)C1C1CCCCC1 (stereo not drawn) | -2 | 2 | 1 | -1 | 7 | 18 | 0 | -3 | 3
CCN(c1ccccc1)S(=O)(=O)c1cc2c3c(c1)CCN3C(=O)CC2 | -3 | 8 | -8 | -19 | 8 | -9 | 0 | 7 | -7
COc1ccc(OC)c(C2=NOC(C(=O)NCc3ccccn3)C2)c1 (stereo not drawn) | 0 | 3 | 3 | -4 | 9 | 7 | -3 | 1 | -1
O=C(Oc1cccc(N2C(=O)CCC2=O)c1)C1CC(=O)N(c2ccc(F)cc2)C1 (stereo not drawn) | 3 | 6 | -3 | -3 | 4 | -15 | 5 | -10 | 3
O=C(NN(CC(O)COc1ccccc1)CC(O)COc1ccccc1)c1ccccc1 (stereo not drawn) | 9 | 1 | 4 | 4 | 8 | 6 | 1 | 3 | 5
N/C(CC(=O)NC1CCCCC1)=N\OCC(=O)Nc1ccc(Cl)c(Cl)c1 | -16 | -4 | -2 | -5 | 0 | -8 | -14 | -43 | 15
O=C(COC(=O)COc1ccccc1F)NCCc1ccc(F)cc1 | 8 | 1 | -2 | / | 8 | 8 | -1 | -3 | /
C=CCn1c(SCC(=O)Nc2ccc(C(=O)OCC)cc2)nnc1-c1cccs1 | 6 | -3 | -7 | -12 | 10 | -9 | -1 | -5 | 2
CCOc1ccc(NS(=O)(=O)c2cc(C(=O)NCCCN3CCCC3=O)ccc2C)cc1 | -3 | 4 | -2 | / | 5 | 17 | -2 | -3 | /
CN(Cc1ccccc1)C(=O)c1ccc(NC(=O)Cc2cccc(NC(=O)C3CCCN(C(=O)C4CCCCC4)C3)c2)cc1 (stereo not drawn) | -16 | -11 | -10 | / | -1 | 10 | -10 | -4 | /
O=C(OCC(=O)N1CCc2ccccc21)c1ccccc1F | 6 | 57* | 2 | 7 | 2 | -2 | 2 | 8 | 5
O=C(Cn1cc([N+](=O)[O-])cn1)N1CCN(c2ccccc2)CC1 | 2 | -3 | -6 | 0 | 4 | 0 | -1 | 9 | -1
CCOC(=O)CSc1nnc(NC(=O)c2cccc(S(=O)(=O)N3CCCC3)c2)s1 | -7 | 2 | -4 | 6 | 2 | 10 | -1 | -5 | -8
Cc1c(NC(=O)Nc2cccc(Cl)c2Cl)c(=O)n(-c2ccccc2)n1C | 3 | 0 | 1 | 9 | -1 | 6 | 1 | 2 | -4
CC1=C(C(=O)NCCCOC(C)C)C2(CCC(C)CC2)OC1=O (stereo not drawn) | 0 | -1 | -3 | -12 | 4 | 11 | 0 | -9 | 0
COC(=O)c1ccc(C(=O)OC)c(NC(=O)COC(=O)C2CCCCC2)c1 | -7 | 4 | 4 | -4 | -1 | 0 | -6 | 1 | 5
Cc1ccc(C2=NC3(CCCC3)N=C2SCC(=O)Nc2ccc3c(c2)OCCO3)cc1 | -1 | -9 | 2 | 6 | 3 | 1 | 0 | 8 | -3
Cc1cccc(NC(=S)N2CCC(c3nc4ccccc4o3)CC2)c1 | 3 | 2 | -2 | -5 | 13 | 1 | -1 | 5 | 0
O=C(Nc1ccccc1N1CCCC1)c1cccc(F)c1 | -2 | -4 | 1 | 17 | 8 | 17 | -1 | 6 | 2
COCCNC(=O)C1CCN(S(=O)(=O)c2ccccc2)CC1 | 2 | -8 | 1 | 5 | -1 | 13 | 1 | -1 | 1
SMILES | LYPLA2 counter | PAFAH2 FP inh | PAD4 FP inh | EBNA-1 inhibitor | PAFAH1B3 FP inh | ZTA counter | LYPLA1 counter | PREPL inh | GSTO1 counter
COc1ccc(NC(=S)N2CCN(C(c3ccccc3)c3ccccc3)CC2)c(OC)c1 | -5 | -2 | -9 | 10 | 10 | 3 | -4 | 12 | 0
O=C1c2ccccc2C(=O)N1CCCCSc1nnnn1-c1ccccc1 | 8 | -3 | 1 | 8 | 5 | -21 | -2 | -10 | 0
Cc1ccc(C(=O)NCCc2nnc3ccc(SCC(=O)NCc4ccc(F)cc4)nn23)cc1 | 2 | 0 | -5 | 3 | 3 | 7 | -2 | 19 | 10
COC(=O)C1Sc2[nH]c(=O)sc2C2c3ccccc3OC(=O)C12 (stereo not drawn) | 4 | 3 | -3 | 14 | -6 | 7 | -1 | -6 | 0
COc1ccccc1NC(=O)c1ccc(-n2cccn2)c([N+](=O)[O-])c1 | -2 | 2 | -3 | 0 | 4 | -20 | -4 | 15 | -1
NC1=NC(=O)/C(=C/C=C/c2cccs2)S1 | 2 | 6 | 2 | 1 | 8 | -19 | -1 | 12 | 6
COc1ccc(OC)c(NC(=S)NCC(c2cccnc2)N2CCOCC2)c1 (stereo not drawn) | -4 | -9 | -4 | -1 | 2 | 1 | -2 | 7 | 3
CC(=O)c1cccc(NC(=O)c2ccc(OC3CSC3)cc2)c1 | 1 | -1 | 2 | 3 | 0 | 0 | 2 | 0 | 8
O=C(CN1C(=O)CSC1=O)Nc1ccc(N2CCOCC2)cc1 | -1 | -1 | 1 | -4 | 6 | 3 | -4 | -1 | 7
CCOc1ccc(N2C(=O)C(CC(=O)Nc3ccccc3)N(Cc3ccccn3)C2=S)cc1 (stereo not drawn) | 1 | 0 | 0 | -2 | 4 | -18 | 0 | 0 | 9
O=C(O)c1cnn2c1NC(c1ccc(F)cc1)CC2C(F)(F)F (stereo not drawn) | 4 | 3 | -2 | 1 | -1 | 13 | 3 | -4 | 0
